Source: PubChem (National Center for Advancing Translational Sciences (NCATS))
ALDH1A1 inh: qHTS Assay for Inhibitors of Aldehyde Dehydrogenase 1 (ALDH1A1); Aldehyde dehydrogenase 1A1 (Homo sapiens), P00352; Purified ALDH1A1, NADH fluorescence, propionaldehyde substrate; Potency, µM (top dose mostly 75.3 µM), for inactives: at the highest dose activity, negative = inhibition, actives largely listed as inhibitors; hit rate 7.3% among 220,000; AID 1030, 2008; active means well fitted inhibition curve with a large enough effect, not every such curve was filed as active; inconclusive means small, poorly fitted or top-dose-only effect, or another doubt; inactive means no such curve, though single readings can be large or run the other way;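 further: plate controls were no enzyme wells and a reference inhibitor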
KDM4E inh: qHTS Assay for Inhibitors of Human Jumonji Domain Containing 2E (JMJD2E); Lysine-specific demethylase 4E (Homo sapiens), B2RXH2; JMJD2E catalytic domain, FDH-coupled NADH fluorescence (FDH is formaldehyde dehydrogenase); Potency, µM (titrated, usually from 57.1 µM), inactives show at the highest dose activity change, negative = inhibition, usual class: inhibitors; hit rate 1.6% among 230,000; active means well fitted inhibition curve with a large enough effect, not every such curve was filed as active; inconclusive means small, poorly fitted or top-dose-only effect, or another doubt; inactive means no such curve, though single readings can be large or run the other way;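 further: 0% = wells with enzyme and -100% = buffer wells without enzyme; nearly all actives have a fitted effect of over 50% in size; many of its hits are not listed in these tables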
Target sequence (B2RXH2 1-337 limits assumed): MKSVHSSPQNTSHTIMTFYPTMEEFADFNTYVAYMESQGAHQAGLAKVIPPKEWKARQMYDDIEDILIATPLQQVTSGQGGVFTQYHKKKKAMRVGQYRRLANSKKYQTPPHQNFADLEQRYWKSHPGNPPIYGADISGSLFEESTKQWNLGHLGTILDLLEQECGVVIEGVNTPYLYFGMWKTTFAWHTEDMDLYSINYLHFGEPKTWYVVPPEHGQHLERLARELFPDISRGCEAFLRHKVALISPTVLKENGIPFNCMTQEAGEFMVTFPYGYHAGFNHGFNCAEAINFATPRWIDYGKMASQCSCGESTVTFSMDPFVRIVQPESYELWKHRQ
LMNA splice mod: qHTS Assay for Modulators of Lamin A Splicing | hit rate 0.01% among 200,000 | HeLa LMNA splicing GFP/RFP minigene ratio, 48 h | Potency, µM (top dose mostly 46.1 µM), without a hit: at the highest dose ratio change, negative = inhibition, actives largely listed as inhibitors; active means well fitted inhibition curve with a large enough effect in the signal ratio, with a control signal flat, not every such curve was filed as active; inconclusive means small, poorly fitted or top-dose-only effect, or effect the other way, or a change in a side signal; the % refers to the signal ratio; further: on the % scale 0 is the no-effect control and ±100 the full control effect
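S3 HeLa stable clones carrying a lamin A-EGFP splicing minigene plus DsRed2 were seeded at 600 cells/well in Opti-MEM with 2% FBS, pin-dosed and incubated 48 h at 37°C. Acumen cytometry (488 nm) gave the GFP/RFP total-intensity ratio.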
Tau fibril ThT: qHTS for Inhibitors of Tau Fibril Formation, Thioflavin T Binding; Microtubule-associated protein tau (Homo sapiens), P10636; recombinant tau K18 P301L (four-repeat tau fragment), heparin-induced fibrillization, ThT fluorescence; Potency, µM (doses to about 57.4 µM), inactives show at the top dose activity, negative = inhibition, hits mostly inhibitors; hit rate 2.1% among 270,000; AID 1460, 2008; further: on the % scale 0 is the no-effect control and ±100 the full control effect; nearly all actives have a fitted effect of over 55% in size
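Recombinant human tau K18 fragment […] carrying P301L, 15 uM unlabeled plus 0.24 uM Alexa 594-labeled, was fibrillized with 20 uM heparin in 100 mM sodium acetate pH 7 for 6 hr at 37 C; 30 uM ThT fluorescence read after 1 hr.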
RECQ1 helicase: qHTS Assay for Inhibitors of RecQ-Like Dna Helicase 1 (RECQ1) | RECQ1 DNA unwinding, red fluorescence kinetic read | ATP-dependent DNA helicase Q1 (Homo sapiens), P46063 | hit rate 0.54% among 240,000 | AID 2549, 2010 | Potency, µM (series often up to 57.3 µM), for inactives: at the top dose activity, negative = inhibition, usual class: inhibitors;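 further: plate controls were vehicle for no effect and no enzyme for full effect; nearly all actives have a fitted effect of over 30% in size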
Target sequence (P46063 whole entry, looked up): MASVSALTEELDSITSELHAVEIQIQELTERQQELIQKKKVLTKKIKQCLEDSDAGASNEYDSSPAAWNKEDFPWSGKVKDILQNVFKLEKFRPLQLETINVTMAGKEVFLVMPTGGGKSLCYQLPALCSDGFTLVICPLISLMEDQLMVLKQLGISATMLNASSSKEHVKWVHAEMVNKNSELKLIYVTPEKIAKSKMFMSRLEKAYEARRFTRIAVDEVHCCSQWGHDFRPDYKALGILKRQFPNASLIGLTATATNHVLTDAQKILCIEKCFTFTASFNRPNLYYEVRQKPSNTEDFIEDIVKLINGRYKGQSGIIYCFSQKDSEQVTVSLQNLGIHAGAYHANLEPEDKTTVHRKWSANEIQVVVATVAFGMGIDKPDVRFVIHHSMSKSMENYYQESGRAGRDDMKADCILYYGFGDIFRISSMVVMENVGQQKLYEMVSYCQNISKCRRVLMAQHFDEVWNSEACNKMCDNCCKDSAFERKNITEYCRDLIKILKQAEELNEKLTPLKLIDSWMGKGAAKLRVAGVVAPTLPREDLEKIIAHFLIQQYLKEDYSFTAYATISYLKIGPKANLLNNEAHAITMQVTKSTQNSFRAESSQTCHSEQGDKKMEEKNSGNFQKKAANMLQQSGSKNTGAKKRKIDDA
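50 nM RECQ1T1 preincubated 15 min with compound in Tris pH 8.0 buffer with MgCl2, DTT, Tween-20 and 2.5 ug/ml poly(dI-dC); started with 200 nM TAMRA/BHQ-2 forked duplex and 2 mM ATP. Unwinding read as fluorescence (525/598 nm), two reads 2 h apart.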
L3MBTL1 block: qHTS Assay for the Inhibitors of L3MBTL1 | Lethal(3)malignant brain tumor-like protein 1 (Homo sapiens), Q9Y468 | AlphaScreen L3MBTL1–H3K9me1 peptide binding | Potency, µM (series often up to 57.1 µM), without a hit: top-dose activity, negative = inhibition, hits mostly inhibitors | hit rate 0.66% among 230,000 | AID 485360, 2010; further: on the % scale 0 is the no-effect control and ±100 the full control effect; nearly all actives have a fitted effect of over 60% in size
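AlphaScreen assay: L3MBTL1 (50 nM final) was preincubated 30 min at room temperature with biotinylated H3(1-15)K9me1 peptide (75 nM final), then 30 min with library compounds; streptavidin donor and nickel chelate acceptor beads (10 ug/mL final) added, 30 min dark.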
Luc counter: Counterscreen for Luciferase (Kinase-Glo TM) Inhibition. hit rate 0.28% among 200,000. Kinase-Glo luciferase, ATP luminescence, 8 min. Potency, µM (highest dose often 38.3 µM), for inactives: at the top dose activity change, negative = inhibition, actives largely listed as inhibitors; further: on the % scale 0 is the no-effect control and ±100 the full control effect; nearly all actives have a fitted effect of over 60% in size
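Recombinant Kinase-Glo luciferase, 10 uM ATP (linear range), luciferin; imidazole pH 7.2 / KCl / MgCl2 / Tween / BSA buffer; 8 min RT; luminescence.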
SMN2 splice up: qHTS Assay for Enhancers of SMN2 Splice Variant Expression. HEK293 SMN2-luciferase splicing reporter, luminescence, 30-36 h. Potency, µM (titrated, usually from 46.1 µM), for inactives: at the highest dose activity change, positive = activation, actives largely listed as activators. hit rate 2.8% among 210,000. AID 1458, 2008; further: % of control where 0% means no effect; nearly all actives have a fitted effect of over 55% in size
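qHTS luciferase splicing reporter: luminescence rises when SMN2 exon 7 is included in transfected HEK293 cells. Compound exposure lasted 30-36 h at 37C, with 4.5 mM final sodium butyrate as control, followed by a ONE-Glo read.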
Starred values were filed as active, the others as inactive; i = inactive; ? = inconclusive; . = no result given; [ ] = another dose, or the depositor's remark. Unless noted, the call rests on the fitted dose curve; in most records, active means well fitted curve in the direction sought with a large enough effect; inconclusive means small, poorly fitted or top-dose-only effect, or another doubt; inactive means no such curve, though single readings can be large; an effect the other way counts as inactive or inconclusive. Potency means the concentration at half of the fitted maximal effect. Not all compounds are listed, so the mix of outcomes need not match the whole.

no.	structure	ALDH1A1 inh	KDM4E inh	LMNA splice mod	Tau fibril ThT	RECQ1 helicase	L3MBTL1 block	Luc counter	SMN2 splice up
1	N#Cc1cc(C(=O)c2cc(Cl)ccc2O)cn(CC2CCCO2)c1=O (stereo unspecified)	?	3%	?	0%	-4%	-14%	0%	8%
2	COC(=O)c1ccc(C(=O)Nc2cc(Cl)ccc2Cl)cc1NC(=O)c1ccccc1C	?	-8%	-10%	-14%	-2%	6%	6%	-20%
3	CN1CCC(=NNC(=O)c2cn(-c3ccccc3)nc2-c2ccccc2)CC1	1.3µM*	-7%	-5%	9%	-3%	6%	-4%	-20%
4	CC1CC(C)(C)CC2(C1)NC(=O)N(CC(=O)NCC(c1ccco1)N1CCCCC1)C2=O (stereo unspecified)	10%	-3%	5%	-8%	-5%	.	-3%	8%
5	O=C(Nc1cccc(Cl)c1)NC1CC2CCC(C1)N2Cc1cccs1 (stereo unspecified)	3%	6%	?	-14%	i	0%	1%	.
6	CCOC(=O)C(C(=O)OCC)C1CCS(=O)(=O)C1 (stereo unspecified)	6%	11%	-6%	4%	-1%	?	0%	10%
7	Cc1nc(-c2cn[nH]c2)c2cc(C)oc2n1	?	?	5%	-7%	-2%	1%	.	.
8	CC(=O)Oc1ccc(S(=O)(=O)c2ccc(OC(C)=O)cc2)cc1	9%	0%	-8%[46 µM]	?	-15%	.	-1%	-1%
9	COc1ccc(CCNC(=O)CSc2ccc(-c3cccs3)nn2)cc1	3%	-4%	.	-18%	-5%	.	1%	-20%
10	O=C(C1CC1)N1CCN=C1SCc1cccc(C(F)(F)F)c1	?	9%	?	-15%	-3%	0%	.	.
11	Cn1nc(C(=O)NNC(=O)COc2ccccc2)c2ccccc2c1=O	5%	-3%	19%	-7%	i	4%	-5%	15%
12	COc1ccccc1NC(=O)C1=C(C)NC(=O)NC1c1ccc(C)cc1 (stereo unspecified)	8%	7%	-13%	-5%	-5%	4%	4%	15%
13	CCCNC(=O)c1c(N)n(-c2ccc(S(N)(=O)=O)cc2)c2nc3ccccc3nc12	?	?	?	-3%	-14%	-4%	-2%	11%
14	Cc1cc2nc(-c3ccc(SCc4ccccc4C#N)nc3)[nH]c2cc1C	?	?	-12%	-9%	-1%	-3%	4%	11µM*
15	CC(C)C(C)NC(=O)CN1C(=O)NC2(CCCCCC2)C1=O (stereo unspecified)	9%	1%	16%[46 µM]	-1%	-1%	.	2%	-7%
16	COc1ccc(CCn2c(N)c(C(=O)NCc3ccco3)c3nc4ccccc4nc32)cc1	?	?	?	?	-13%	23%	-1%	-15%
17	O=C(CCn1cccc1)NCc1ccc(Cl)cc1	5%	6%	-4%	-18%	-5%	-7%	3%	-11%
18	CN(C)CCCN1C(=O)C(O)=C(C(=O)c2cc3ccccc3o2)C1c1ccccc1 (stereo unspecified)	-9%	-3%	9%	-11%	i	-4%	12%	-2%
19	O=C(CCS(=O)(=O)c1ccc(Br)s1)NCc1cccs1	-1%	6%	-8%	-3%	i	16%	-2%	5%
20	COc1c(C)cc(Br)cc1C(=O)Nc1ccc(C)cc1[N+](=O)[O-]	8%	-5%	0%	4%	-5%	-10%	2%	13%
21	CCO[C@H]1OC(C(N)=O)=C[C@@H](c2ccccc2)[C@@H]1CCCO	-7%	1%	.	-4%	-8%	1%	.	.
22	O=C(CCS(=O)(=O)Cc1ccc(Cl)cc1)NCCc1ccccc1	0%	1%	.	-2%	0%	.	0%	-14%
23	CCCCN(CCCC)C(=O)CCS(=O)(=O)c1ccc2c(c1)n(C)c(=O)c(=O)n2C	-14%	?	7%	-10%	-1%	-1%	-3%	-19%
24	N#CC1=C(SCC(=O)c2ccc(Cl)cc2)NC2=C(C(=O)CCC2)C1c1ccco1 (stereo unspecified)	28µM*	-4%	1%	?	-4%	-4%	-5%	2%
25	Cn1cc(C(=O)NC2CCCCC2)c(=O)c2cc(S(=O)(=O)N3CCCC3)ccc21	?	3%	-2%	4%	i	-17%[11.4 µM]	0%	11µM*
26	CCOC(=O)CN(C(=O)CNC(=O)c1ccco1)C(C(=O)NC1CCCCC1)c1cccc(OC)c1 (stereo unspecified)	-1%	4%	-10%	-1%	i	.	0%	?
27	CCCCC(=O)Nc1ccc(C(=O)Nc2ccc3c(c2)OCO3)cc1	3%	107%[activator]	-2%	?	i	.	0%	?
28	Cc1nc2c(C)cccc2c2c1CCN2c1ccccc1F	.	?	.	4%	-4%	14%	.	.
29	CNCC(O)c1cccc(O)c1 (stereo unspecified)	7%	3%	.	1%	-2%	.	-3%	14%
30	C=CCSc1cc(C)nc2c(-c3ccc(Cl)cc3)c(C)nn12	?	8%	7%	-11%	-6%	.	17%	-23%
31	CN(C)c1ccc(C2SCCN2C(=O)c2ccc([N+](=O)[O-])cc2)cc1 (stereo unspecified)	?	7%	-13%	?	-2%	-18%	2%	-7%
32	O=c1[nH]ncn2cccc12	3%	7%	20%	-2%	11%	0%	-5%	17%
33	NC(=O)C1CCN(C(=O)CSCc2ccccc2Cl)CC1	-2%	-1%	4%	-4%	-12%	1%	-2%	11%
34	COC(=O)[C@@H]1C[C@@]2(O)[C@H](O)[C@H](O)[C@H](O)C[C@H]2N1Cc1ccc(N2CCOCC2)cc1	?	-4%	.	12%	5%	.	-10%	2%
35	COc1cc(OC)cc(C(=O)OCC(=O)Nc2ccc(N3CCCCC3)cc2)c1	-2%	1%	0%	-11%	i	.	-5%	-1%
36	CC(=O)Nc1ccc(S(=O)(=O)NNC(=O)COc2cccc(C)c2)cc1	?	?	3%	-2%	8%	0%	-2%	8%
37	COCCNC(=S)NNc1ccccc1[N+](=O)[O-]	25µM*	-13%	.	?	-4%	.	-2%	6%
38	CC1CN(c2ccc([N+](=O)[O-])nc2)CC(C)O1 (stereo unspecified)	7%	13%	.	?	-2%	.	-2%	11%
39	CCC(C)c1ccc(O[C@@H]2O[C@H](CO)[C@@H](O)[C@H](O)[C@H]2NC(C)=O)cc1 (stereo partly specified)	-22%	-6%	.	-1%	-1%	.	-5%	?
40	O=C(NCc1ccccc1)C1CCCN(c2nc3ccsc3c(=O)s2)C1 (stereo unspecified)	?	?	.	12%	-8%	.	10%	-41%
41	CCOC(=O)C1CCCN(Cc2nc(C3CC3)no2)C1 (stereo unspecified)	.	1%	.	-10%	i	9%	.	.
42	COc1cc2c(OC)cccc2cc1C(=O)O	?	?	-7%	1%	16%	.	3%	.
43	O=C(O)c1cnn2c(C(F)F)cc(C3CC3)nc12	16%	3%	15%	?	-5%	.	5%	-47%[inhibitor]
44	CCC(=O)Nc1ccc(C(=O)Cn2ncc(Cl)c(Cl)c2=O)cc1	2.2µM*	-29%	?	?	-3%	-18%	.	.
45	Cc1ccccc1C1NC(=S)NC2=C1C(=O)CCC2 (stereo unspecified)	22µM*	-13%	-20%[46 µM]	-7%	i	-3%	2%	12%
46	Cc1ccc(CC2C(=O)N(c3ncccn3)C(=O)C2C)cc1 (stereo unspecified)	14%	1%	-2%	-12%	-7%	.	0%	0%
47	Cc1ccccc1OCC(=O)N/N=C/c1ccncc1	-9%	-2%	?	-3%	-7%	29%	-4%	-10%
48	Cc1ccc(-c2nnc(SC(C)C#N)n2N)cc1 (stereo unspecified)	10%	1%	-2%	-11%	5%	-10%[11.4 µM]	-3%	6%
49	CCOC(=O)C[N+]1(C)CCN(C(C)=O)CC1	6%	6%	?	5%	0%	.	1%	-34%[inhibitor]
50	CC(C)(C)C1=NN(C(=O)c2ccccc2)C(O)(C(C)(C)C)C1 (stereo unspecified)	15%	8%	4%	-3%	-5%	-1%	-3%	-4%
51	Fc1cccc(Cl)c1CSc1ccc(-c2ccco2)nn1	20µM*	-15%	.	?	i	.	-3%	?
52	Cc1cc(C)n(-c2nc(C)nc3c2cnn3-c2ccccc2)n1	1%	?	-7%	3%	-15%	5%	-1%	5%
53	CC(CC1CC(C)(C)OC1=O)C(=O)Nc1nncs1 (stereo unspecified)	3%	-2%	5%	-8%	-15%	.	-3%	-28%
54	CC1=C(C(=O)Nc2cccc(C)c2C)C(c2cccs2)NC(=S)N1 (stereo unspecified)	0%	-1%	?	8%	7%	1%	-4%	?
55	NC(=O)/C(=C\c1ccccc1)NC(=O)/C=C/c1ccccc1	-2%	5%	2%	0%	-13%	3%	0%	-8%
56	COc1ccccc1-n1c(SCC(=O)Nc2nnc(C)s2)nc2c(c1=O)SCC2	-8%	-7%	-15%	-6%	7%	10%[11.4 µM]	0%	6%
57	CCn1c(SCC(=O)N/N=C/c2ccccc2OCC(=O)O)nnc1-c1ccc(C)cc1	.	-12%	.	-15%	-5%	4%	.	.
58	O=C(Nc1ccc(-c2ccc3nncn3n2)cc1)c1ccc(Br)o1	?	?	.	?	-25%	.	1%	14%
59	Nc1cnc(Nc2ccc(Br)cc2)nc1N	?	-29%	.	?	i	-8%	.	.
60	Fc1ccccc1Cn1nnc2c(NCc3ccccn3)ncnc21	?	4%	-3%	8%	-16%	-10%[11.4 µM]	0%	11%
